MBD2 DNA inh – inhibitors of MBD2 binding to methylated DNA, primary screen, biochemical, TR-FRET, DNA-binding domain, human | AID 686964, 2013 | 370,000 compounds, 0.31% hits | inhibition, % at 4.4 µM | MBD2 binding to methylated oligonucleotide | Methyl-CpG-binding domain protein 2 (Homo sapiens), Q9UBB5; in the data active means inhibition above about 13%
Target sequence (Q9UBB5 whole entry, looked up, the tested form may be a part): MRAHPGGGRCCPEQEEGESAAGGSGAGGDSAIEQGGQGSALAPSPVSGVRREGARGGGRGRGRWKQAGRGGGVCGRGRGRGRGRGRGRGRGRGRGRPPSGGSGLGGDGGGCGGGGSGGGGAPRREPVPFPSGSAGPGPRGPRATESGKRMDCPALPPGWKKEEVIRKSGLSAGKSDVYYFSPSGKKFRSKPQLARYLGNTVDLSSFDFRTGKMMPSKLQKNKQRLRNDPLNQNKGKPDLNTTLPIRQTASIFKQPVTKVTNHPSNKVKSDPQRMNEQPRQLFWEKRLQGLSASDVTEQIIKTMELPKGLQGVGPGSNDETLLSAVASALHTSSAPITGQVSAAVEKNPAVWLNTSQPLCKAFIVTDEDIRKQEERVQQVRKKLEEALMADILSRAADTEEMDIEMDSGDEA
rCAG binder – binders of r(CAG) RNA repeats, primary screen, biochemical, fluorescence. 370,000 compounds, 1.3% hits. inhibition, % at 3 µM. r(CAG) RNA repeat, TO-PRO-1 dye displacement fluorescence;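 active means inhibition above the plate cutoff, the mean of all test compounds on that plate plus 3 SD, cut at about 35% in these data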;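 further: 0% = DMSO alone and 100% = 100 µM mitoxantrone as full dye displacement; higher means more dye released from RNA so lower well fluorescence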
PRMT1 FP inh – PRMT1 methyltransferase inhibitors, primary screen, biochemical, fluorescence polarization. inhibition, % at 2.79 µM. 370,000 compounds, 1.3% hits. recombinant PRMT1, activity-based probe fluorescence polarization;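 active means inhibition above about 21% made by adding two undisclosed values, limit read from the data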
Target sequence (Q99873 whole entry, looked up): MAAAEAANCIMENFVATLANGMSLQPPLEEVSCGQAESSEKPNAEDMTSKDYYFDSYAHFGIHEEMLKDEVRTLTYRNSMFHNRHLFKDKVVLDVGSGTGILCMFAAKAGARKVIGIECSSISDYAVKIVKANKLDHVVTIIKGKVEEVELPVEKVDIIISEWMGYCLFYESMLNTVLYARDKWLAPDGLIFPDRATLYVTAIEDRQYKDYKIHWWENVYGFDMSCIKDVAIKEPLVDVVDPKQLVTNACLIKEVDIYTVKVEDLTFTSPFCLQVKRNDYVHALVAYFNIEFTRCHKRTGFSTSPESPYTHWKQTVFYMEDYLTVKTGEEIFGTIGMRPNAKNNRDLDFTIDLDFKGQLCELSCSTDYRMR
PG9 Ab binder – binders of HIV-1 gp120 antibody PG9, primary screen, biochemical, TR-FRET. HIV-1 gp120 / PG9 antibody interaction. TR-FRET gp120-PG9 antibody binding. inhibition, % at 6.7 µM. 360,000 compounds, 0.43% hits; in the data active means inhibition above about 8.5%
HTRA1 inhibitor – HTRA1 serine protease inhibitors, primary screen, biochemical, fluorescence polarization, HTS. 340,000 compounds, 0.5% hits. Q92743. inhibition, % at 5.96 µM. recombinant HTRA1, FP-rhodamine activity-based probe; in the data active means inhibition above about 36%;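 further: 0% = enzyme with DMSO and 100% = wells lacking enzyme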
Rev-erbA mod – modulators of Rev-erb alpha DNA binding, primary screen, biochemical, FITC-DNA, fluorescence polarization, uHTS. Nuclear receptor subfamily 1 group D member 1 (Homo sapiens), P20393. Rev-erbα–FITC-DNA binding, 90 min. activity, % at 10 µM. 370,000 compounds, 0.79% hits. AID 1259318, 2017;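 active means activity above about 14%, limit read from the data; passing the limit was not always enough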;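 further: 0% = DMSO wells with 35 nM protein and 100% = DMSO wells with 750 nM protein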
LEDGF integ inh – blockers of LEDGF/p75-dependent integrase strand transfer – biochemical, TR-FRET, high throughput, primary screen | TR-FRET IN-LEDGF/p75 DNA integration, Eu/Cy5 | inhibition, % at 3.7 µM | AID 743269, 2014 | HIV-1 integrase (with human LEDGF/p75) | 370,000 compounds, 0.64% hits;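 active means inhibition above the screen-wide mean plus 3 SD, cut at about 13% in these data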;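 further: signal is the Cy5 over europium emission ratio at 671 and 618 nm; 0% = plate median of compound wells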
UHRF1 MBD2 ctr – UHRF1 methylated DNA binding inhibitors, primary screen, counter-screen for MBD2 inhibitor project, biochemical, TR-FRET, human UHRF1, single concentration; 370,000 compounds, 0.75% hits; E3 ubiquitin-protein ligase UHRF1 (Homo sapiens), Q96T88; UHRF1 binding to methylated oligo; inhibition, % at 4.4 µM; in the data active means inhibition above about 21%;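 further: UHRF1 SRA domain binding a hemimethylated CpG hairpin DNA probe; 0% = median of test compound wells and 100% = reference inhibitor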
mABHD4 FP – ABHD4 inhibitors, primary screen, biochemical, fluorescence polarization, mouse | AID 720543, 2013 | purified mABHD4, FP-Rh probe fluorescence polarization | inhibition, % at 8.92 µM | 370,000 compounds, 0.54% hits | (Lyso)-N-acylphosphatidylethanolamine lipase (Mus musculus), Q8VD66;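 active means inhibition exceeding the mean over every tested compound plus 3 SD, cut at about 30% in these data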;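 further: 0% = plate median of compound wells and 100% = S159A mutant with DMSO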
Target sequence (Q8VD66 whole entry, looked up): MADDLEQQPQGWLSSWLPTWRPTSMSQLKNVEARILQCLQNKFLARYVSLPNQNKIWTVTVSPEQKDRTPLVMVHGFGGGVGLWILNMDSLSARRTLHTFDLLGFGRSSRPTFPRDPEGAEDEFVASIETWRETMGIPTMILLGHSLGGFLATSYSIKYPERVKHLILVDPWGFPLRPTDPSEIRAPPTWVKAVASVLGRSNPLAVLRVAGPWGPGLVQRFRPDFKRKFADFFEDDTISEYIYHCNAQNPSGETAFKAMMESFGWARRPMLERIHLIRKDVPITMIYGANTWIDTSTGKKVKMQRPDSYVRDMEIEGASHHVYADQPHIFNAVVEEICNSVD
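Doses – 8.92 µM, single dose · Material – wild-type mouse ABHD4 protein · Replication – single well per compound (singlicate) · Measure – percent inhibition of probe binding, normalized to plate controls · Schedule – 45 min compound pre-incubation plus 60 min probe step, 25 °C · Detection – fluorescence polarization with parallel and perpendicular emission, 525/598 nm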
TCR CD3 inh – inhibitors of human TCR-CD3 interaction, primary screen, biochemical, fluorescence, TAMRA-labeled TCR probe; T-cell receptor (TCR); inhibition, % at 9.4 µM; 360,000 compounds, 0.37% hits; in the data active means inhibition above about 19%;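 further: recombinant mutant TCR 2C K166C tagged with TAMRA read by polarization; 0% = receptor in buffer alone and 100% = receptor with positive control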
Active calls of the source: *; nt = not tested or not shown; & = joins results of further samples. These rows are one share of the data. The share of hits here may be higher or lower than overall.

SMILES | MBD2 DNA inh | rCAG binder | PRMT1 FP inh | PG9 Ab binder | HTRA1 inhibitor | Rev-erbA mod | LEDGF integ inh | UHRF1 MBD2 ctr | mABHD4 FP | TCR CD3 inh
CN[C@H]1C[C@H]2c3[nH]c4c(-c5ccc6c(c5)OCO6)cccc4c3CCN2C(=O)[C@H]1[C@H](C)O | 1 | 1 | 0 | -2.1 | nt | -8 | -4 | 0 | 15 | 1
Cc1ccc(S(=O)(=O)/N=C(/c2ccccc2)N(C)c2ccc(O)cc2)cc1 | -5 | -3 | -1 | -0.4 | 4 | 5 | -1 | -2 | 5 | -5
COCCNC(=O)C1(C)CCCN(Cc2cccc(F)c2)C1 (stereo not given) | 0 | 2 | -2 | -0.7 | nt | -4 | 2 | -3 | 0 | -2
CCN(CC(=O)NCc1cccs1)C(=O)COc1ccc(C(N)=O)cc1 | 1 | 1 | 4 | -0.4 | 4 | -1 | 0 | -4 | 6 | -3
CCNc1nc(N)c([N+](=O)[O-])c(Nc2cccc(Cl)c2)n1 | -5 | nt | -3 | nt | nt | -10 | -2 | 0 | -4 | nt
COCCCNC(=O)C[C@@H]1C(=O)N(CCc2ccc(Cl)cc2)C2=CCCCC[C@]21C(=O)OC | 5 | 6 | 5 | nt | nt | 2 | -1 | 1 | -12 | nt
CN(Cc1ccccc1)C(=O)C(C(=O)c1ccc(F)cc1)n1cc(Cl)ccc1=O (stereo not given) | -2 | 0 | 4 | -1.8 | 2 | 1 | -5 | 0 | -1 | 0
COC(=O)CCN(C)CCC(=O)OC | -9 | -1 | -1 | -2.5 | -5 | nt | 2 | 0 | 8 | 4
COC(=O)[C@]1(Cc2ccccc2)N[C@H](CN(C)C(=O)c2ccc(C)cc2)[C@@H]2C(=O)N(Cc3ccccc3)C(=O)[C@@H]21 | 2 | 1 | -3 | -0.2 | -3 | -3 | -2 | -4 | -5 | 3
O=C(Nc1ccc(F)cc1)C(c1ccccc1)N1CCN(S(=O)(=O)c2c(F)cccc2F)CC1 (stereo not given) | -5 | 8 | -2 | -0.1 | -39 | 4 | 1 | -6 | -18 | -5
CCOc1ccc(NC(=O)CN2C(=O)CSc3ccc(S(=O)(=O)N4CCOCC4)cc32)cc1 | -3 | 0 | -1 | 1.2 | 2 | -1 | 3 | 1 | 26 | 7
Cc1ccc(C(=O)N/C(=C\C=C\c2ccccc2)C(=O)NCc2ccco2)cc1 | 5 | 2 | 1 | -1.8 | -17 | -1 | -1 | -4 | -1 | 2
Cc1c(Cc2ccccc2)c(=O)oc2cc(OCC(=O)c3ccccc3)ccc12 | 6 | 4 | -1 | -1.8 | 1 | 12 | 3 | 15 | -11 | 2
Cn1cnc([N+](=O)[O-])c1Sc1nc(N)nc2c1ncn2C1CC(O)C(CO)O1 (stereo not given) | 0 | 2 | 5 | 0.4 | 1 | 4 | 0 | 1 | 3 | 0
CCCCc1cc(=O)oc2cc(C)cc(OCc3nn[nH]n3)c12 | 3 | 5 | -2 | -0.7 | -5 | 0 | 3 | -2 | 7 | -4
Cc1cc(Br)ccc1NC(=O)CNC(=O)CN(C)Cc1nc2ccccc2c(=O)[nH]1 | -2 | 10 | -3 | 0.2 | -4 | 2 | 1 | -2 | -7 | -1
Cc1cc([N+](=O)[O-])ccc1NC(=O)CCC(=O)N1CCCCCC1 | -3 | -6 | -5 | -1.8 | 3 | 3 | 2 | -1 | 7 | 3
O=C(CN1CCN(S(=O)(=O)N2CCCCC2)CC1)Nc1cc(Cl)ccc1Cl | -2 | -2 | -3 | -1.1 | 8 | -5 | -3 | 1 | -6 | 5
O=C(c1ccc(NC2=NC3CS(=O)(=O)CC3S2)cc1)N1CCN(c2ccccc2)CC1 (stereo not given) | 5 | 3 | 4 | -2.1 | 3 | 2 | 3 | -1 | -3 | -21
Cc1ccc(C)c(S(=O)(=O)N2CCN(c3ncnc4sccc34)CC2)c1 | 2 | 6 | 0 | -1.0 | -8 | -3 | 4 | -2 | 8 | 8
CCCn1c(=O)c(-c2nc3ccccc3[nH]2)c(O)c2ccccc21 | 3 | 0 | 0 | 50* | -1 | 26* | -3 | -1 | 3 | -2
Cc1nc(N=Nc2ccc(O)cc2)n[nH]1 | -4 | -2 | 4 | -3.2 | 8 | 5 | -3 | -2 | 4 | -6
O=C(COC(=O)COc1ccc(Cl)cc1)NC1CCS(=O)(=O)C1 (stereo not given) | -3 | 1 | 3 | -0.4 | -1 | 3 | 2 | 0 | -2 | -10
Cc1cc(C)n(CC(=O)NNC(=O)CCNC(=O)c2ccccc2Cl)n1 | -5 | 0 | -4 | 1.7 | 5 | -1 | 0 | 0 | 0 | -2
CCOc1ccc(N2C(=O)CC(N3CCC(NC(=O)Nc4ccccc4)CC3)C2=O)cc1 (stereo not given) | 7 | -4 | 64* | -2.7 | -1 | -4 | 0 | -3 | 2 | 5

Among those listed so far, these contain two or more sulfur atoms:
SMILES | MBD2 DNA inh | rCAG binder | PRMT1 FP inh | PG9 Ab binder | HTRA1 inhibitor | Rev-erbA mod | LEDGF integ inh | UHRF1 MBD2 ctr | mABHD4 FP | TCR CD3 inh
CCOc1ccc(NC(=O)CN2C(=O)CSc3ccc(S(=O)(=O)N4CCOCC4)cc32)cc1 | -3 | 0 | -1 | 1.2 | 2 | -1 | 3 | 1 | 26 | 7
O=C(c1ccc(NC2=NC3CS(=O)(=O)CC3S2)cc1)N1CCN(c2ccccc2)CC1 (stereo not given) | 5 | 3 | 4 | -2.1 | 3 | 2 | 3 | -1 | -3 | -21
Cc1ccc(C)c(S(=O)(=O)N2CCN(c3ncnc4sccc34)CC2)c1 | 2 | 6 | 0 | -1.0 | -8 | -3 | 4 | -2 | 8 | 8

(list continues)
SMILES | MBD2 DNA inh | rCAG binder | PRMT1 FP inh | PG9 Ab binder | HTRA1 inhibitor | Rev-erbA mod | LEDGF integ inh | UHRF1 MBD2 ctr | mABHD4 FP | TCR CD3 inh
O=C(NCCc1nc2ccccc2[nH]1)C1CCC(=O)N(CCc2cccc(F)c2)C1 (stereo not given) | 5 | -4 | -2 | -2.4 | 5 | 0 | 1 | -3 | -4 | 5
Cc1ccc(NC(=O)c2cc(-c3ccco3)nc3ccccc23)cc1S(=O)(=O)N1CCOCC1 | 2 | 16 | 4 | -0.5 | -1 | -7 | -3 | 0 | 4 | -6
CC(=O)N1N=C(c2ccc(Cl)cc2)OC12CCCC2 | 1 | -3 | 3 | -1.9 | -1 | -9 | -1 | 6 | -13 | -3
CNc1c(NC(=O)c2ccc3c(c2)OCO3)c(=O)oc2ccccc12 | -1 | 2 | 0 | -0.9 | 5 | -3 | 0 | 1 | 1 | -2
Cc1ccc(N=C2S/C(=C/c3cccc(OCC(=O)O)c3)C(=O)N2C)cc1C | -2 | 58* | 0 | -3.1 | -12 | -3 | 2 | 2 | 10 | -4
Cc1cccc(N(Cc2cc(=O)[nH]c3ccccc23)C(=O)C(C)C)c1 | 7 | 0 | 1 | -1.2 | -4 | 0 | -2 | 2 | -2 | -7
COc1ccccc1OCC(=O)O | 1&-5 | 1&0 | -1&-1 | -2.8&-1.5 | 1&-5 | -1&3 | 0&3 | 3&-2 | -1&-11 | 3&-4
Cc1cc(NC(=O)COC(=O)c2cc(S(=O)(=O)N(C)C)ccc2Cl)no1 | 0 | 0 | 3 | 0.0 | -3 | 13 | -9 | 0 | 2 | -2
COc1ccc(OC)c(CNC(=O)C2CCN(S(=O)(=O)N3CCCCC3)CC2)c1 | 4 | -6 | 0 | -1.3 | 1 | 6 | 0 | 0 | 4 | 1
CCCc1[nH]n(-c2ccc(F)cc2)c(=O)c1C=NCC1CCCO1 (stereo not given) | 2 | 1 | -2 | -0.7 | -3 | -11 | 5 | -2 | -3 | 5
COc1cc(CC(=O)OCC(=O)Nc2ccc(N3CCOCC3)cc2)cc(OC)c1OC | 4 | -4 | 2 | 0.1 | 0 | -4 | -6 | 3 | -1 | -2
CC(C(=O)N1CCc2ccccc2C1)N(c1ccccc1)S(C)(=O)=O (stereo not given) | 5 | -5 | 5 | 0.1 | 6 | -3 | 0 | 1 | -7 | -3
C/C(=N\NC(=O)c1ccccc1)c1ccc(-n2ccnc2)cc1 | 1 | 8 | 3 | -0.3 | -9 | -2 | -1 | 1 | -2 | -7
CC1=C(C(=O)Nc2ccccc2)C(c2cc(CN3CCOCC3)cs2)C2=C(CCCC2=O)N1 (stereo not given) | 5 | -3 | -8 | -0.3 | 2 | 3 | 0 | -3 | 3 | 5
CCCCN1CCCCC1(C)C(=O)NCc1ccc2c(c1)OCO2 (stereo not given) | -1 | -1 | -6 | -1.0 | nt | 0 | 3 | -1 | 1 | 3
CC(C)C(NC(=O)c1ccccc1)C(=O)NCC(c1ccccc1)N(C)C (stereo not given) | -1 | -3 | 2 | -2.7 | 6 | -4 | 4 | -1 | -2 | 5
Cc1cc(NC(=O)c2cc(-c3ccccc3Cl)nc3ccccc23)no1 | -2 | 7 | 1 | 0.2 | -18 | -5 | -1 | -2 | -2 | 7
COc1ccc(C(=O)Nc2ccccc2-c2ccccc2)cc1Cl | 3 | -3 | 1 | -0.4 | -13 | 1 | 0 | 4 | -9 | 2
N/C(=N\S(=O)(=O)c1ccc(Cl)cc1)N1CCOCC1 | 2 | 1 | -1 | 0.4 | -2 | -5 | 1 | -1 | 1 | -10
COc1ccc(OC)c(S(=O)(=O)n2nc(C)cc2C)c1 | 4 | -6 | 2 | 1.4 | 5 | -4 | 0 | -2 | 0 | 3
CC1(C)C=C(c2ccc(O)cc2)CC(C)(C)N1 | -3 | -2 | 0 | 2.7 | 1 | -4 | 2 | 3 | -2 | -12
CCOC(=O)c1ccc(N2C(=O)CC(N3CCN(C(=O)c4ccco4)CC3)C2=O)cc1 (stereo not given) | 8 | 8 | 7 | 1.5 | 3 | -2 | 2 | 3 | -8 | -9
COc1ccc(OCC(=O)N/N=C(\C)c2ccc(-n3ccnc3)cc2)cc1 | 0 | -3 | 2 | 0.8 | 0 | 4 | -1 | 5 | -5 | -4
O=C(NCc1ccccn1)C1CCCN(S(=O)(=O)c2cccc3nsnc23)C1 (stereo not given) | -3 | -1 | -1 | -0.4 | -3 | 2 | -2 | 0 | -5 | 1
CCC(=O)N(Cc1ccco1)Cc1cc2cccc(C)c2n2nnnc12 | 0 | 0 | -2 | -0.7 | 2 | -1 | -2 | -2 | -4 | 5
CCc1ccc(NC(=O)C(C)OC(=O)C2CCN(c3ccc(C(F)(F)F)cn3)CC2)cc1 (stereo not given) | -1 | -3 | 0 | -0.8 | -10 | 2 | 0 | -2 | -4 | 0
O=C1CSC(=S)N1c1ccc(O)cc1 | 1 | 4 | 11 | -0.6 | -3 | -4 | -4 | -1 | -50 | -20
O=C(Cc1ccc(F)cc1)Nc1nnc(SCC(=O)N2CCCCC2)s1 | -1 | -3 | 0 | 0.1 | 6 | 5 | 5 | 1 | 3 | 1
Cn1nccc1C(=O)Nc1nnc(C2CC2)s1 | 5 | 0 | 4 | 1.3 | 4 | 10 | -7 | 2 | -8 | 4
